FLuc inhib CS: firefly luciferase enzyme inhibitors, primary screen, artefact control for luciferase-based inhibitor screens, biochemical, luminescence, ATPLite | AID 1006, 2008 | inhibition, % at 10 µM | 1.5% of 200,000 active | 10 min | Luciferin 4-monooxygenase (Photinus pyralis), P08659;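 active = inhibition above about 50% when tested at 10 µM, limit read from the data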
Target sequence (P08659 whole entry, looked up): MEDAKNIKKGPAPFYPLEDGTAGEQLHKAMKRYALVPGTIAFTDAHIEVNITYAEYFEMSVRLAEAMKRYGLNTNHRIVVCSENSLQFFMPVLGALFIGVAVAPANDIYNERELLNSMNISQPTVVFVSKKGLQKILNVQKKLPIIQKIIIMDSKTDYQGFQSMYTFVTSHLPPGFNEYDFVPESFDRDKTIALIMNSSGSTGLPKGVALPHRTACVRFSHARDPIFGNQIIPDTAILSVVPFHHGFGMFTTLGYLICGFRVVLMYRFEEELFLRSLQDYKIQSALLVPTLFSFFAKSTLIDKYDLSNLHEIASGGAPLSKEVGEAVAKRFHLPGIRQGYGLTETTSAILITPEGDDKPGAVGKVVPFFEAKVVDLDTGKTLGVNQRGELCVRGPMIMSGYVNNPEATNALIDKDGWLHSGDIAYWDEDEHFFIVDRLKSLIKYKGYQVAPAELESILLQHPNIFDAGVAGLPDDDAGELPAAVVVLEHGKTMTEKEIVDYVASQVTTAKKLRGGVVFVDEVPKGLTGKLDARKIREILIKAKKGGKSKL
STAT3 act: IL-6 driven STAT3 reporter potentiators, primary screen, U3A cells, luciferase, luminescence, MLSCN library | IL-6 STAT3-luciferase reporter; 100% = signal with IL-6 EC80 alone | activation (% of control), % at 5.6 µM | 0.91% of 190,000 active;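 active = activation above the screen-wide mean of compound activation plus 3 SD, cut at about 130% in these data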;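 also: 0% = background luminescence of wells with medium and substrate only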
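Material: STAT1-lacking human U3A cells, STAT3 luciferase reporter | Benchmarks: IL-6-only wells as 100% reference | Probe or stimulus: IL-6 (33 ng/mL) | Timing: Compound 1 h, then IL-6 6 h at 37 °C | Detection: Luminescence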
STAT3 blocker: IL-6 driven STAT3 reporter inhibitors, primary screen, U3A cells, luciferase, luminescence, MLSCN library | IL-6 STAT3-luciferase reporter; host cell line lacks STAT1 | 0.89% of 190,000 active | inhibition, % at 5.5 µM;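 active = inhibition above the mean inhibition across all screened compounds plus 3 SD, cut at about 44% in these data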;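 also: 0% = DMSO only wells and 100% = 100 µM nifuroxazide control wells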
APP 5'UTR act: activators of APP 5'UTR luciferase reporter, primary screen, SH-SY5Y cells | SH-SY5Y APP 5'UTR luciferase reporter, luminescence; zero percent = DMSO vehicle wells | 1% of 190,000 active | activation, % at 2 µM;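 active = activation above a set limit, based on mean plus 3 SD of controls, cut at about 140% in these data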; also: values of inactives mirror those of a sister screen read the other way
RAM inhibit: inhibitors of the yeast RAM network, primary screen, dse1pr::URA3 reporter, 5-FOA selection; 1.8% of 190,000 active; S. cerevisiae dse1pr::URA3 reporter, 5-FOA growth OD615, 2 d; analog-sensitive cbk1-as2 kinase mutant strain; inhibition, % at 50 µM; AID 868, 2007;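 active = inhibition above a set limit, 3 SD over mean compound inhibition, cut at about 8.4% in these data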;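 also: 0% = DMSO-only wells with no growth and 100% = 10 µM 1-NA-PP1 full growth; inhibition rescues growth on 5-FOA so higher OD means more RAM inhibition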
STAT1 act: STAT1 signaling activators, primary screen, cell-based, HTS, luciferase reporter; activation (% of control), % at 5.5 µM; NIH 3T3 STAT1-luciferase reporter, IFN-gamma, luminescence; 100% = IFN-gamma alone, no compound; 2.6% of 200,000 active;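 active = activation above the screen-wide mean activation plus 3 SD, cut at about 130% in these data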;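 also: raw ratio to IFN-gamma control signal so 100% means no change and 0% no light; values of inactives mirror those of a sister screen read the other way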
NF-kB neuron act: activators of NF-kB expression in neurons, primary screen, cell-based, HTS; human neuronal cells, NF-kB reporter expression; active compounds read high; fold change at 12.5 µM; 1.6% of 190,000 active; AID 1239, 2008; in the data active = fold change above about 3.3
STAT1 blocker: STAT1 signaling inhibitors, primary screen, cell-based, HTS, luciferase reporter; NIH 3T3 STAT1-luciferase reporter, IFN-gamma, luminescence; inhibition, % at 5.5 µM; 0.35% of 200,000 active; AID 920, 2007;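 active = inhibition above a set limit, the mean inhibition across all tested compounds plus 3 SD, cut at about 34% in these data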;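 also: 0% = IFN-gamma with DMSO and 100% = IFN-gamma with 300 µM nifuroxazide; values of inactives mirror those of a sister screen read the other way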
APP transl inh: inhibitors of APP translation via 5'UTR reporter, primary screen, APP 5'UTR luciferase, SH-SY5Y cells; 0.82% of 190,000 active; SH-SY5Y APP 5'UTR-luciferase reporter, luminescence; inhibition, % at 2 µM; AID 1285, 2008;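 active = inhibition above a set limit, derived from the sample mean plus 3 SD, cut at about 45% in these data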; also: values of inactives mirror those of a sister screen read the other way
Hsp70 act: Hsp70 transcriptional activators, primary screen, cell-based, HeLa, Hsp70 promoter luciferase, luminescence, 10 µM. HeLa Hsp70 promoter luciferase reporter; scaled: vehicle 0, proteasome-inhibitor control 100%. activation, % at 10 µM. 0.04% of 200,000 active;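 active = activation above the mean across all tested compounds plus 3 SD, cutoff set per campaign, cut at about 5.5% in these data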;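 also: 100% = MG132 at 30 µM as the positive control and 0% = DMSO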
Active calls of the source: *; nt = no result given.

Values run as follows: FLuc inhib CS	STAT3 act	STAT3 blocker	APP 5'UTR act	RAM inhibit	STAT1 act	NF-kB neuron act	STAT1 blocker	APP transl inh	Hsp70 act
CCSc1ncc(Cl)c(C(=O)Nc2sc3c(c2C(=O)NCc2cccnc2)CCCC3)n1
 : -9.0	97.3	10.8	15.4	3.4	96.1	1.17	4.3	-15.4	-0.2
c1ccc(C2=Nc3ccccc3NC(c3ccccc3)C2)cc1 (stereo not drawn)
 : 0.0	110.4	-7.9	18.4	3.1	123.0	2.97	-25.7	-18.4	0.0
O=C1CC(c2ccc(F)cc2)CC(O)=C1C=NCCN1CCNCC1 (stereo not drawn)
 : nt	105.4	-5.5	-7.7	1.1	96.2	1.27	4.1	7.7	-0.6
O=C(c1ccccc1)c1ccc(OCC(O)CN2CCN(S(=O)(=O)N3CCCCC3)CC2)cc1 (stereo not drawn)
 : -8.3	83.0	24.9	10.9	2.6	89.0	0.56	12.1	-10.9	-0.6
CN1C(=O)c2ccccc2C(C(=O)O)C1c1cccc(Cl)c1 (stereo not drawn)
 : -5.6	107.4	-4.5	-5.1	0.3	102.5	1.17	-2.7	5.1	-0.4
Cn1c(-c2ccc(Br)o2)nc2cc(Br)ccc21
 : 63.7*	108.7	-4.1	nt	0.2	138.3*	5.34*	-41.9	nt	0.0
Cc1conc1NC(c1cccs1)c1ccc2cccnc2c1O (stereo not drawn)
 : -2.0	89.9	17.2	-38.9	-0.3	100.0	1.05	0.1	38.9	-0.5
COc1ccc(CN=Cc2c(O)[nH]c3ccccc23)cc1
 : -3.9	82.9	24.5	2.1	0.5	117.2	1.45	-16.3	-2.1	0.0
CCCn1ncc(OC)c(Cl)c1=O
 : -4.2	105.8	4.8	2.0	0.7	92.2	1.04	8.6	-2.0	0.0
O=c1sc2ccccc2c(N2CCCC2)c1[N+](=O)[O-]
 : -4.4	101.6	2.5	16.9	0.3	104.8	0.92	-6.9	-16.9	0.3
COc1ccc(S(=O)(=O)NC(N)=NCCc2ccc(OC)c(OC)c2)cc1
 : -3.8	103.5	1.8	24.9	-0.7	103.6	0.91	-6.3	-24.9	-0.2
CCOCC(=O)Nc1nnc(COc2ccc(Cl)cc2)s1
 : -0.7	104.2	-2.8	7.0	0.9	100.8	1.09	-3.8	-7.0	0.0
COc1ccc(-n2c(Cn3c(=O)sc4ccccc43)nnc2SCC(=O)N2CCCC2)cc1
 : -9.5	89.4	17.8	-1.1	1.3	88.3	1.09	12.9	1.1	-0.1
O=C(NCc1ccccc1Cl)C1CCCN(S(=O)(=O)c2cnc[nH]2)C1 (stereo not drawn)
 : -2.9	99.8	5.1	14.2	2.6	96.6	1.1	3.7	-14.2	-0.4
COc1ccc(NC(=O)/C(C#N)=C/c2ccc(Sc3nncn3C)c([N+](=O)[O-])c2)cc1
 : -9.4	98.9	6.4	12.3	5.7	96.5	nt	2.0	-12.3	-0.1
O=C(NCc1cccnc1)C(=O)NCC1OCCN1S(=O)(=O)c1ccccc1 (stereo not drawn)
 : -6.1	100.5	-0.6	10.9	0.8	105.2	1.13	-5.7	-10.9	-0.1
O=C(NCC1CCCO1)C(=O)NCC(c1ccco1)N1CCN(c2ccc(F)cc2)CC1 (stereo not drawn)
 : -6.9	105.7	-9.3	8.2	0.1	104.3	1.07	-4.8	-8.2	-0.6
Cc1noc(C)c1COC(=O)c1ccc2ccccc2n1
 : -2.4	78.0	27.4	-6.7	0.8	104.9	1.17	-5.3	6.7	-0.4
CCCn1c(SCC(=O)N2CCCc3ccccc32)nnc1-c1ccco1
 : -8.6	108.0	-6.7	0.5	-0.1	102.9	0.98	-3.1	-0.5	-0.5
CCC(C)(C(=O)Nc1ccccc1C)N(C(=O)CNC(C)=O)c1ccc(C)cc1 (stereo not drawn)
 : -4.7	102.5	1.8	1.1	1.8	96.6	1.2	3.8	-1.1	-0.2

Compound profiles, as listed above. Screens in order: FLuc inhib CS | STAT3 act | STAT3 blocker | APP 5'UTR act | RAM inhibit | STAT1 act | NF-kB neuron act | STAT1 blocker | APP transl inh | Hsp70 act
O=C(NCC1CCCO1)C(=O)NCC(c1ccco1)N1CCN(c2ccc(F)cc2)CC1 (stereo not drawn) reads -6.9 | 105.7 | -9.3 | 8.2 | 0.1 | 104.3 | 1.07 | -4.8 | -8.2 | -0.6
CCOCC(=O)Nc1nnc(COc2ccc(Cl)cc2)s1 reads -0.7 | 104.2 | -2.8 | 7.0 | 0.9 | 100.8 | 1.09 | -3.8 | -7.0 | 0.0

(further entries)
Values run as follows: FLuc inhib CS	STAT3 act	STAT3 blocker	APP 5'UTR act	RAM inhibit	STAT1 act	NF-kB neuron act	STAT1 blocker	APP transl inh	Hsp70 act
CC(=O)Nc1ccc(S(=O)(=O)N2CCNC(=O)CC2)cc1
 : -5.5	100.6	-0.5	2.4	2.3	97.6	0.99	2.6	-2.4	-0.4
COc1ccc(-c2nc(C#N)c(NCCc3ccccc3)o2)cc1
 : 3.7	101.5	0.4	14.5	2.0	115.4	1.66	-19.7	-14.5	-0.1
O=C(Cc1ccc(Cl)cc1)Nc1ccccc1N1CCOCC1
 : -4.4	106.2	-4.1	3.6	0.4	101.6	0.9	-1.7	-3.6	-0.3
COCCn1nnnc1C(c1cccs1)N1CCCC(C)C1 (stereo not drawn)
 : -5.4	103.1	1.7	10.9	1.7	97.0	1.17	1.9	-10.9	0.0
CCc1c(C)sc(NC(=O)C2CCCCC2C(=O)O)c1C(N)=O (stereo not drawn)
 : -3.8	92.0	12.4	5.7	1.4	101.5	1.19	-1.7	-5.7	-0.2
c1cc2ccc3ccc(-n4cnnn4)c4ccc(c1)c2c34
 : -7.0	82.2	19.0	0.4	3.0	108.7	1.13	-9.4	-0.4	-0.1
Nc1c(C(=O)NCCN2CCOCC2)c2nc3ccccc3nc2n1CCc1ccccc1
 : -3.0	83.0	23.4	-14.0	2.5	102.0	0.44	-2.2	14.0	-0.1
N#Cc1nc(-c2cccs2)oc1NCc1ccccc1
 : -3.2	95.8	7.3	19.7	2.8	112.1	1.43	-13.2	-19.7	-0.2
CCn1cc(C(=O)NCc2ccc3c(c2)OCO3)c(=O)c2cc(F)c(N3CCN(C(=O)c4ccco4)CC3)cc21
 : 0.0	78.8	23.2	-1.2	1.1	88.4	0.44	12.5	1.2	-0.3
COC(=O)c1cc2oc3ccccc3c2n1CC(=O)Nc1ccccc1OC
 : -4.8	114.5	-10.8	-12.6	3.6	94.8	1.28	5.6	12.6	-0.1
CC(=O)c1c(C)[nH]c(C(=O)O)c1C
 : -1.2	97.3	3.9	-9.7	-1.1	98.2	1.1	2.5	9.7	-0.1
Cn1c(=O)c2c(nc(CN3CCC(C(N)=O)CC3)n2Cc2c(F)cccc2Cl)n(C)c1=O
 : -5.0	105.5	-2.2	9.0	2.0	105.8	1.23	-6.3	-9.0	-0.1
COc1cc(CNC2CCCCCCC2)cc(Br)c1OCC#N
 : -4.3	103.0	-2.3	-3.0	3.0	108.7	1.03	-9.9	3.0	-0.2
COc1ccc(N(CC(=O)Nc2nccs2)S(=O)(=O)c2c(C)[nH]c(=O)[nH]c2=O)cc1
 : 6.7	101.5	6.8	14.4	5.0	99.5	1.2	0.8	-14.4	-0.2
Nc1cccnc1Sc1cc(Cl)c(Cl)cc1Cl
 : -2.1	122.0	-18.9	7.4	2.2	93.4	0.98	7.2	-7.4	-0.3
CCn1c(SCC(=O)Nc2cc3oc4ccccc4c3cc2OC)nnc1-c1cccs1
 : 3.3	106.3	-3.8	-4.4	5.2	101.8	1.16	-1.9	4.4	0.2
CCCC1(C(=O)O)NC(c2cccc(OC)c2O)C2C(=O)N(c3ccccc3)C(=O)C21 (stereo not drawn)
 : 0.6	98.2	7.4	15.3	1.1	100.2	1.06	-0.3	-15.3	0.2
O=C(Cc1ccc(Cl)cc1)NCCN1CCCC1
 : -1.7	110.8	-7.8	-14.5	-0.5	104.7	1.01	-5.2	14.5	-0.3
CC1CCCCN1CCNC(=O)CN1C(=O)COc2ccccc21 (stereo not drawn)
 : -1.6	99.2	4.5	-11.6	1.0	105.7	1.36	-6.2	11.6	0.1
O=C(NC1CCCCCC1)c1ccc(=O)n(Cc2ccccc2)n1
 : -4.4	111.7	-11.3	-7.8	1.0	97.5	1.58	1.0	7.8	-0.4
O=C1NCCCC1C(=O)Nc1ccccc1C(F)(F)F (stereo not drawn)
 : -10.7	99.6	5.0	17.4	-0.3	103.0	1.02	-3.3	-17.4	-0.3
Nc1c(C(=O)c2ccccc2)sc2snc(SCC(=O)c3ccccc3)c12
 : -4.6	104.5	4.5	38.0	7.1	105.9	1.34	-13.6	-38.0	0.1
CCOC(=S)SCC(=O)N1CCc2cc(OC)c(OC)cc2C1C1C(=O)CC(C)(C)CC1=O (stereo not drawn)
 : -5.4	103.4	-6.5	4.9	0.5	87.0	1.21	14.6	-4.9	-0.5
Cc1ccc2nc(SCc3ccc([N+](=O)[O-])cc3)[nH]c2c1
 : 1.1	87.2	16.4	7.1	1.2	104.8	1.22	-5.3	-7.1	-0.2
O=C(c1ccc(S(=O)(=O)c2ccc(Cl)cc2)cc1)N1CCOCC1
 : -8.1	97.1	10.3	1.7	-0.4	97.3	1.05	0.8	-1.7	0.1
COC(=O)c1cc(Cl)c(NC(=O)c2ccc(F)cc2)cc1OC
 : -3.2	79.8	22.8	-4.7	1.9	101.1	1.24	-1.2	4.7	-0.4
O=C(CCn1c(=O)c2ccccc2n(Cc2cc(=O)n3ccccc3n2)c1=O)NCc1ccco1
 : -8.3	105.2	-2.1	14.3	10.9*	97.5	1.16	2.8	-14.3	-0.2
CN(CC(=O)NC1CC1)S(=O)(=O)c1ccc(F)cc1
 : -4.5	104.8	-3.3	-2.7	0.4	100.3	2.48	-2.0	2.7	-0.3
c1csc(C(c2nnnn2C2CCCC2)N2CCCC3(CCCCC3)C2)c1 (stereo not drawn)
 : -3.1	106.1	-5.9	8.8	1.6	91.8	1.3	8.9	-8.8	0.0
O=C(CC1C(=O)OCN1C(=O)OCc1ccccc1)OCC(=O)c1ccccc1 (stereo not drawn)
 : -4.7	101.9	3.3	2.8	0.3	100.3	1.22	-0.3	-2.8	0.0
O=C(CCCn1c(=S)[nH]c2ccccc2c1=O)N1CCCCC1
 : -2.7	95.3	9.5	3.4	0.2	91.5	1.03	9.4	-3.4	-0.3
COC(=O)C(C)Sc1nc2c(c(=O)n1-c1ccccc1)SCC2 (stereo not drawn)
 : 0.6	94.8	10.5	-12.3	-0.1	102.9	1.15	-1.6	12.3	0.2
CCOc1ccc(CCNC(=O)c2cccnc2N2CCCC2)cc1OCC
 : -5.5	105.6	-5.3	13.9	1.7	86.0	1	9.1	-13.9	-0.1
COc1ccc(-c2cc(-c3ccccc3)nc(-c3ccc4c(c3)NC(=O)CO4)c2)cc1
 : -3.2	95.5	5.7	3.7	1.6	97.8	0.95	2.4	-3.7	-0.3
COc1ccc(S(=O)(=O)N(CCC(=O)O)Cc2ccccc2)cc1
 : -4.8	101.7	-1.4	19.1	1.1	96.1	1.03	4.8	-19.1	0.4

From PubChem BioAssay
